UDG counter – blocks uracil-DNA glycosylase in AID counter-screen; FRET deamination/UDG coupled assay, UDG read, 4 h; Potency, µM (titrated, usually from 115 µM), for inactives: top-dose activity change, negative = inhibition, hits mostly inhibitors; 91,000 compounds, 0.14% hits; AID 1347430; further: nearly all actives have a fitted effect of over 65% in size
AID inh – activation induced cytidine deaminase inhibition; Q9GZX7; AID deamination FRET fluorescence, UDG-coupled, 4 h; Potency, µM (top dose mostly 115 µM), for inactives: at the top dose activity change, negative = inhibition, hits mostly inhibitors; 91,000 compounds, 0.32% hits; AID 1347428; further: nearly all actives have a fitted effect of over 25% in size
Target sequence (Q9GZX7 whole entry, looked up): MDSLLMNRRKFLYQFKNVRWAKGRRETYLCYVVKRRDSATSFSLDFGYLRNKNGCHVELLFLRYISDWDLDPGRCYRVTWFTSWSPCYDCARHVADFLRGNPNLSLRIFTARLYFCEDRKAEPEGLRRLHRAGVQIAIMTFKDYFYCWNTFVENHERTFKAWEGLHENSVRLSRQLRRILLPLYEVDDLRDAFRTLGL
Starred values were filed as active, the others as inactive; u = inconclusive; [ ] = another dose, or the depositor's remark. The call rests on the fitted dose curve; in most records, active means well fitted curve in the direction sought with a large enough effect; inconclusive means small, poorly fitted or top-dose-only effect, or another doubt; inactive means no such curve, though single readings can be large; an effect the other way counts as inactive or inconclusive. On the % scale 0 is the no-effect control and ±100 the full control effect; potency means the concentration at half of the fitted maximal effect. These rows are one share of the data; count on the stated rates, not on these rows.

SMILES	UDG counter	AID inh
Cc1ccc(NC(=O)CN2CCSc3ccc(S(=O)(=O)N4CCCC4)cc32)cc1	-10%	-19%
Cc1ccc(-c2[nH]c(-c3ccccc3)nc2SCC(=O)NCC2CCCO2)cc1 (centres undefined)	-2%	-1%
COc1cccc(NC(=O)c2nnn(Cc3ccc(OC)c(Br)c3)c2N)c1	-9%	u
COC(=O)Cc1ccc(OCc2ccccc2C#N)cc1	6%	-5%
COC(=O)c1ccc(C2C(C#N)=C(C)NC(C)=C2C(=O)Nc2ccccc2)cc1 (centres undefined)	10%	3%
Cc1ccc(N2CCN(C(=O)Cc3c(C(=O)O)c(C)cn3C)CC2)c(C)c1	-1%	24%
Cc1nc2c(c(C)nn2-c2ccccc2)c(C)c1CCC(=O)NCCc1ccccc1	-6%[57.5 µM]	4%
Cc1ccc(-n2c(=O)c3c4c(sc3n(CC(=O)c3ccc(Cl)cc3)c2=O)CCC4)cc1C	18%	9%
CC1(C)CC(C(=O)c2ccccc2)CCO1 (centres undefined)	-10%	-3%
Cc1cc(C)cc(Oc2c(C(F)(F)F)oc3cc(OCc4ccccc4)ccc3c2=O)c1	-2%	-6%
COc1ccc(-c2noc(-c3ccc(N4CCCC4)c([N+](=O)[O-])c3)n2)cc1	0%	2%
Cn1c(CCCOc2ccc(Cl)cc2Cl)nnc1SCc1ccccc1Cl	-9%	-21%
CCCNC(=O)c1ccc(NC(=O)c2ccc(Cl)cc2)cc1	4%	2%
CCCCCCCCS(=O)CCCCCCCO (centres undefined)	-3%	6%
Cc1cc(F)ccc1NC(=O)C(C)(C)c1ccccc1	-9%	-11%
CCOC(=O)COc1ccc(C)cc1C(=O)c1ccn2nc(-c3ccc(Cl)cc3)cc2n1	-8%	-1%
CC(=O)c1c2ccccc2cc2ccccc12	-8%	50%
O=C(Nc1cccc(Cl)c1)c1cc(-c2ccccc2)on1	-1%	4%
Cc1cccc(C(=O)Nc2nnc(S(=O)(=O)N(C)Cc3ccc(Cl)cc3)s2)c1	25%	-8%
O=C(COC(=O)C12CC3CC(CC(C3)C1)C2)Nc1ccc(F)cc1[N+](=O)[O-]	3%	-8%

An excerpt of these results, with two lines to a compound:
Results follow in this order: UDG counter, AID inh
Cc1ccc(N2CCN(C(=O)Cc3c(C(=O)O)c(C)cn3C)CC2)c(C)c1
  -1%, 24%
Cc1cccc(C(=O)Nc2nnc(S(=O)(=O)N(C)Cc3ccc(Cl)cc3)s2)c1
  25%, -8%

Continuation:
SMILES	UDG counter	AID inh
Cc1ccc(Cl)cc1-n1ncc2c(N3CCCCCC3)ncnc21	-23%	6%
COc1ccc(-c2nnc(SCC(=O)Nc3cccc(F)c3)s2)cc1	7%	5%
O=C(Nc1nnc2n1CCS2)c1ccc(F)cc1F	-4%	11%
Clc1cccc(CSc2nnc(C3CCCN3)o2)c1 (centres undefined)	0%	1%
O=C(c1cc2ccccc2o1)c1ccccc1F	-2%	-2%
CCCCCC(=O)Nc1ccc(-c2nc3cc(OC)ccc3o2)cc1	5%	7%
CC(OC(=O)c1ccc2c(c1)NC(=O)CS2)C(=O)NCc1ccccc1 (centres undefined)	2%	-7%
NC(=S)c1ccc(C(F)(F)F)cc1	1%	3%
CC(NC(=O)c1ccc2c(c1)N(Cc1ccc(Cl)cc1)C(=O)c1ccccc1S2=O)c1ccccc1 (centres undefined)	-10%	u
Cc1cccc(Cn2c(NCCCO)nc3c2c(=O)[nH]c(=O)n3C)c1	-6%	-8%
CS(=O)(=O)N(CC(=O)NCCSc1ccccc1)c1cc(C(F)(F)F)ccc1Cl	-3%	-18%
O=C(O)CCCc1c[nH]c2ccccc12	-6%	4%
CCCSc1nnc(-c2cc(Br)ccc2NC(C)=O)c(=O)[nH]1	-6%	-5%
COC(=O)[C@H]1[C@H]2C[C@H]3c4[nH]c5ccccc5c4CCN3C[C@H]2CC[C@@H]1O	4%	2%
CC1=C(C(=O)Nc2ccccc2)C(c2ccc[nH]2)n2ncnc2N1 (centres undefined)	-4%	u
O=C(OCc1nnc(-c2ccc(Br)cc2)o1)c1ccco1	2%	-4%
O=c1oc(-c2ccc(F)cc2)nn1CC(O)COc1ccc(Br)cc1 (centres undefined)	-3%	-12%
COc1ccccc1-c1nn2c(=O)cc(CN3CCN(C(=O)/C=C/c4ccccc4)CC3)nc2s1	-18%	187%
CCc1ccc(NC(=O)C(=O)NCC(c2cccnc2)N2CCN(C)CC2)cc1 (centres undefined)	-1%	-9%
Cc1ccc(N(C(=O)c2ccco2)C2C=CS(=O)(=O)C2)cc1 (centres undefined)	-2%	-1%
COC(=O)/C=C/c1ccc(OCc2ccc(Br)cc2)c(OC)c1	8%	-4%
CS(=O)(=O)N1CCc2cc(C(=O)N3CCN(c4ccccc4)CC3)ccc21	-1%	9%
COc1ccc(Cl)cc1COc1ccccc1C#N	-8%	-22%
COc1ccc(CNC(=O)c2cc3c(s2)-c2c(C)cccc2OC3)cc1	-20%	-11%
COc1ccccc1CNC(=O)c1ccc2c(c1)N(Cc1ccc(C)cc1)CCS2	2%	u
CCOC(=O)c1nc(Nc2ccc(C(=O)OC)cc2)c2ccccc2n1	0%	-29%
Cc1cc(C)c(C(=O)/C=C/c2ccccc2)cc1C	5%	-20%
CSc1ccc2c(c1)N(CCC1CCCCN1C)c1ccccc1S2 (centres undefined)	-14%	u
CSc1ncc(C(=O)NCc2ccc(F)cc2)c(-c2ccccc2)n1	-1%[57.5 µM]	6%
CCn1cc(S(=O)(=O)Nc2ccc(F)cc2C)cn1	-1%	3%
Cc1nc2nc[nH]n2c(=O)c1CCC(=O)Nc1ccc(F)cc1	10%	9%
O=C(Oc1c(Sc2ccc(Cl)cc2)c(=O)oc2ccccc12)c1ccccc1	0%	-6%
CCc1ccc(CNC(=O)c2ccc3nc(C(C)C)oc3c2)cc1	3%	8%
O=C(COC(=O)CC1CC2CCC1C2)Nc1ccc([N+](=O)[O-])cc1C(F)(F)F (centres undefined)	6%	-7%
COc1ccc(CN(C)C(=O)Cn2nc(C(=O)O)c3ccccc3c2=O)cc1	0%	0%
COc1ccc(N2CCN(CC(O)COc3ccc(C(C)(C)C)cc3)CC2)cc1 (centres undefined)	-4%[57.5 µM]	-1%[57.5 µM]
Cc1ccccc1C(=O)n1nc(-c2ccco2)nc1NCc1ccc(Cl)cc1	7%	9%
CC(CCc1ccccc1)NC(=O)c1nccnc1N (centres undefined)	-3%	0%
O=C(CSc1nnc(CNC(=O)c2c(F)cccc2Cl)o1)Nc1ccccc1F	-11%	-24%
Cc1ccc(-n2nc3c(N4CCC(C(=O)NC5CCC(C)CC5)CC4)nnc(C)c3c2C)cc1 (centres undefined)	-2%	5%
COCCCNC(=O)CCCn1c(=O)c2ccccc2n(CC(=O)Nc2ccc(C)cc2Cl)c1=O	-5%	3%
Cc1cccc(C(=O)Nc2ccccc2OCc2cc(=O)n3c(C)csc3n2)c1	-8%	11%
COc1ccc(CNC(=O)c2ccc(-c3nc(CSc4ccccc4)c(C)o3)cc2)cc1	15%	21%
COc1ccc(/C=C(\C#N)c2nc3cc(C)c(C)cc3[nH]2)cc1Br	-17%	u
O=C(Nc1cccc(S(=O)(=O)N2CCCCC2)c1)c1cccc2cccnc12	-6%	-20%
COc1cccc(-c2noc(-c3cccc(Br)c3)n2)c1	-5%	4%
COc1cccc(CNC(=O)C2(c3cccs3)CCOCC2)c1	-21%	9%
CCOC(=O)c1nc(NCc2ccc(F)cc2)c2ccccc2n1	3%	6%
O=C(NCCNCc1c[nH]c2ccccc12)c1ccccc1F	-7%	10%
CC(C)CCNC(=O)c1nn(C)c2c1CSc1ccccc1-2	-3%[57.5 µM]	u
COC(=O)CSc1nnc(-c2cccc(O)c2)o1	-1%	-12%
CC1=C(C(=O)c2ccccc2)C(c2ccc(Br)cc2)NC(=O)N1 (centres undefined)	-12%	-2%
COc1cc(Cl)c(NC(=O)CCS(=O)(=O)c2cc3c(cc2Cl)NC(=O)CO3)c(OC)c1	-16%[57.5 µM]	4%
CC(=O)N1CCc2c(sc3c2c(=O)n(-c2ccccc2)c(=O)n3CC(=O)c2ccccc2)C1	-9%	2%
COc1ccc(-c2cc(=O)c3cc(OC(=O)C(C)(C)C)ccc3o2)cc1	-1%	-14%
CCc1ccc(NC(=O)Cn2nnc(C(=O)NCc3ccco3)c2N)cc1	-6%	-20%
CCCc1nn2c(=O)cc(COC(=O)c3cc(OC)c(OC)c(OC)c3)nc2s1	-1%	0%
CC1(C)NC(=O)N(c2ccc([N+](=O)[O-])c(C(F)(F)F)c2)C1=O	1%	-2%
Cc1c(C(=O)Nc2ccccc2Cl)oc2ccc(S(=O)(=O)N3CCCCC3)cc12	9%	-4%
COc1cc(C2C(=O)N(C3CCC(C)CC3)CC(=O)N2CCc2ccc(Cl)cc2)ccc1OC(C)C (centres undefined)	1%[57.5 µM]	11%

Next entries follow.
SMILES	UDG counter	AID inh
COc1cc(/C=N/O)c(Br)cc1O	2%	1%
Cc1cccc(NC(=O)NCCc2nnc3n2CCCCC3)c1	5%	-4%
O=S(=O)(c1ccc(Br)s1)N1CCC(n2c(C(F)(F)F)nc3cccnc32)CC1	0%	-7%
CC1(C)CC2(C)OC(=O)OC2(C)c2ccccc21 (centres undefined)	0%	-3%
COCCCNC(=S)NNC(=O)CC(c1ccccc1)c1ccccc1	-5%	-2%
Cc1cc(C)cc(C(=O)N(C)C2CCN(CCc3ccccn3)CC2)c1	1%	-1%
CC(=O)c1cccc(NC(=O)CCS(=O)(=O)c2ccc(Br)s2)c1	21%	19%
O=C(c1ccccc1F)N(Cc1cccs1)C1CC1	-7%	-9%
CCc1ccccc1NC(=O)Cn1c(=O)c2cccn2c2ccc(F)cc21	3%[57.5 µM]	-13%
N#CCC(=O)Nc1ccc(C(=O)OCc2cccc(Cl)c2)cc1	-4%	5%
CCC(CC)C(=O)Nc1sc2c(c1C#N)CCCC2	-6%	11%
COc1ccccc1C(=O)Nc1ccccc1C(=O)OCc1cc(=O)n2ccsc2n1	-8%	7%
C[N+]1(Cc2ccccc2F)CCN(/C=C/C(=O)C(F)(F)F)CC1	-1%	-5%
COc1ccccc1-c1nc2n(n1)C(c1cccs1)C(C(=O)Nc1cccnc1)=C(C)N2 (centres undefined)	27%	-13%
CCC[N+](CC#CCO)(CC#Cc1ccccc1)CCC	-5%	1%
CNCc1ccc(-c2cccc(C(F)(F)F)c2)o1	8%	-2%
CC(NC(=O)C1CC1C)c1ccc2c(c1)CCCC2 (centres undefined)	-6%	1%
Cc1ccc(S(=O)(=O)Nc2nc3ccccc3nc2Nc2cccc(Cl)c2)cc1	0%	-6%
O=C(O)C#CC(O)(c1ccccc1)c1ccccc1	-3%	5%
CCn1c(=O)c2cc(C(=O)NCCc3cccc(C)c3)sc2c2ccccc21	-3%	296%[activator]

Laid out differently: results already given
| molecule | UDG counter | AID inh |
| --- | --- | --- |
| CCC(CC)C(=O)Nc1sc2c(c1C#N)CCCC2 | -6% | 11% |
| CC(=O)c1cccc(NC(=O)CCS(=O)(=O)c2ccc(Br)s2)c1 | 21% | 19% |
| CC1(C)CC2(C)OC(=O)OC2(C)c2ccccc21 (centres undefined) | 0% | -3% |

The main list resumes; the 5 compounds before the break are reprinted first.
SMILES	UDG counter	AID inh
CNCc1ccc(-c2cccc(C(F)(F)F)c2)o1	8%	-2%
CC(NC(=O)C1CC1C)c1ccc2c(c1)CCCC2 (centres undefined)	-6%	1%
Cc1ccc(S(=O)(=O)Nc2nc3ccccc3nc2Nc2cccc(Cl)c2)cc1	0%	-6%
O=C(O)C#CC(O)(c1ccccc1)c1ccccc1	-3%	5%
CCn1c(=O)c2cc(C(=O)NCCc3cccc(C)c3)sc2c2ccccc21	-3%	296%[activator]
CCSc1nc(C)cc(C(F)(F)F)c1C#N	1%	3%
O=C(CSc1nc(-c2cccs2)nc2ccccc12)N1CCCCC1	-8%	-28%
Cc1ccc(CCNC(=O)c2nn(C)c3c2CSc2ccccc2-3)cc1	2%[57.5 µM]	14%
Cc1[nH][nH]c(=O)c1C(c1ccc(OCc2ccccc2)cc1)c1c(C)[nH][nH]c1=O	-11%	u
Cc1ccc(CNc2oc(-c3ccc(COc4ccc(Cl)cc4)o3)nc2C#N)cc1	-9%	7%
O=C(CSCc1cccs1)NCC1CCCO1 (centres undefined)	8%	6%
CC(NC/C=C/c1ccccc1)c1ccccc1 (centres undefined)	-3%	-12%
O=C(Nc1ccc(F)cc1)C1CCN(c2nc3ccccc3n3cccc23)CC1	2%[57.5 µM]	-4%
COC(=O)c1ccc(NC(=O)C(=O)NCC(c2cccnc2)N2CCN(c3ccccc3)CC2)cc1 (centres undefined)	19%	21%
Cc1ccc(-c2cc3c(n2-c2ccccc2F)CC(C)(C)CC3=O)cc1	-1%	-6%
COc1ccc(CCNc2nc(-c3ccc(C)cc3)cc(C(F)F)n2)cc1OC	-8%	4%
CCOc1cccc(C(=O)NNC(=O)C2C3CCC(C3)C2C(=O)O)c1 (centres undefined)	-2%	6%
CC(=O)c1c[nH]c2cc(C#N)ccc12	5%	74%[activator]
O=S(=O)(Nc1cccc(C#Cc2cccs2)c1)c1cccs1	0%	10%
COc1cccc(C2=C(C(C)=O)Sc3nnc(C)n3N2C(C)=O)c1	-6%	u
